High-throughput results (PubChem BioAssay)
PDI turbidity = PDI (human) enzyme inhibition; 0.052% of 350,000 active; inhibition, % at 10 µM; P07237; PDI insulin aggregation turbidity, A650, 90 min; AID 588391;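 active = mean inhibition across replicates of 30% or more, whatever share of single replicates reach that level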;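 also: absorbance from insulin aggregation driven by PDI reduction with DTT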
Target sequence (P07237 whole entry, looked up): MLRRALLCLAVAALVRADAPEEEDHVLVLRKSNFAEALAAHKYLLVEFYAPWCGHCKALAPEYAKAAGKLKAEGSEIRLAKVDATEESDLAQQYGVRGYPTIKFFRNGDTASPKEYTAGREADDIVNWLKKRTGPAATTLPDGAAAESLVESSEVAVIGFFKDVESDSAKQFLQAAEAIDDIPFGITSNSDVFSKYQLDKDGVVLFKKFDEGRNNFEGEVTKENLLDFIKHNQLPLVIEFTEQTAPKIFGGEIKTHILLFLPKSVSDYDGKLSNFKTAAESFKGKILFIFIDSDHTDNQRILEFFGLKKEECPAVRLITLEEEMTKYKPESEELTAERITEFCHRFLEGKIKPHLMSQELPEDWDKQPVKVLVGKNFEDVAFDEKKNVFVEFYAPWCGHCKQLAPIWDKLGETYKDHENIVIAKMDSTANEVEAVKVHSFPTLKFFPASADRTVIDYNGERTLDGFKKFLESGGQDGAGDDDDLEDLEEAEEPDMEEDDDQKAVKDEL
MC4R antag cAMP = human MC4R antagonism in cAMP assay; P32245; MC4R-expressing cells, MTII-stimulated cAMP, LANCE TR-FRET; inhibition, % at 6.5 µM; 0.48% of 360,000 active; AID 540295;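 active = inhibition above its plate's cutoff, the mean of tested wells on that plate plus 3 SD, cut at about 29% in these data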;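 also: 0% = Melanotan II alone and 100% = Melanotan II plus saturating MCL0020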
Target sequence (P32245 whole entry, looked up): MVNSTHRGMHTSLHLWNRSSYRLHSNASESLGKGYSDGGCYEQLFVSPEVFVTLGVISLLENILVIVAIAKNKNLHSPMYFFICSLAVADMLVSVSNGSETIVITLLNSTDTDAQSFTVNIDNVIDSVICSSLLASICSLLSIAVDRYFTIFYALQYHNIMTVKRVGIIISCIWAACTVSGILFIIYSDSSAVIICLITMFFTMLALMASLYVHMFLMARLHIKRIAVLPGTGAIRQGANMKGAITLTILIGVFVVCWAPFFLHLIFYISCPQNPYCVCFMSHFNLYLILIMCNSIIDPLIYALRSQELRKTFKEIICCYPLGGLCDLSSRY
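Test system: U2OS cells stably expressing human melanocortin 4 receptor (MC4R); also added: Melanotan II challenge; compound: 6.5 µM single dose; timing: 30-min compound preincubation, 1-h Melanotan II challenge, 1-h detection, room temperature; signal: Eu-cAMP/anti-cAMP TR-FRET, emission 671 nm; repeats: one well per compound, no replicates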
m5-HT2A agonist = mouse HTR2A agonism via beta-arrestin recruitment; CHO-K1 mHTR2A beta-arrestin complementation, luminescence; percent of 30 µM serotonin response; activation, % at 7.6 µM; 0.66% of 360,000 active;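 active = activation above a run cutoff, the mean activation of all tested compounds plus 3 SD, cut at about 14% in these data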;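 also: 0% = plate median of compound wells and 100% = 30 µM serotonin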
Vif imaging = blocks HIV Vif function | 0.35% of 340,000 active | AID 602346 | inhibition, % at 7.49 µM | HEK293T cells, Vif self-association by quenched fluorescence, imaging, 24 h; in the data active = inhibition above about 50%, passing the limit was not always enough; also: some results filed as inactive read as strong as hits
MC4R ag barr = activates human MC4R beta-arrestin recruitment; P32245; U2OS MC4R beta-arrestin complementation, luminescence; percent of melanotan II response, DMSO zero; activation, % at 8.9 µM; 0.98% of 360,000 active;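 active = activation above a per-plate cutoff, the mean activation of sample wells on that plate plus 3 SD, cut at about 8% in these data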
aDG glyco up = alpha-DG glycosylation activation; Pro5-aDG cells, alpha-DG glycosylation AlphaScreen (IIH6); 0% Pro5, 100% B10-LARGE cell signal; activation, % at 10 µM; 0.22% of 360,000 active; AID 624168;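 active = activation of at least 8% versus controls, or a plate z-score of at least 8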;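 also: Pro5 are CHO cells carrying HIG-tagged alpha-DG that lacks glycosylation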
ABCB6 inh MLPCN = human ABCB6 transporter inhibition; fluorescence ratio to DMSO, % at 10 µM; 0.19% of 360,000 active; K562-ABCB6 porphyrin accumulation, flow cytometry, 1 h; stronger effect = lower value; AID 602162; Q9NP58;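 active = fluorescence ratio to DMSO below 75%, the collection mean minus 3 SD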;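 also: signal is porphyrin accumulated inside mitochondria; 100% equals median channel fluorescence of DMSO control wells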
CaV13 ICDI inh = Disruptors of the CACNA1D IQ motif to Ca2+-dependent inactivation inhibitor domain association, primary screening, Förster resonance energy transfer in intact living …. HEK cells, CFP/YFP FRET ICDI-IQ, plate reader, 10 min; percent FRET-ratio fall versus neutral wells. inhibition, % at 12.3 µM. 0.098% of 340,000 active;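 active = mean replicate inhibition of at least 30% and at least 1% of replicates passing that level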;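 also: 0% = median of the neutral control wells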
H9c2 protect = modulators protecting cardiomyocytes from myocardial damage; H9c2 cardiomyocytes, H2O2 injury protection, ATPLite, 2 h; protection from H2O2 cell death, % at 20 µM; 0.63% of 360,000 active; AID 588492;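 active = compounds giving at least 50% protection of heart cells from peroxide-induced death in the single-dose screen, raw or plate-pattern-corrected value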;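 also: 0% = DMSO wells with peroxide and 100% = DMSO wells without peroxide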
Glyco luc inh = N-linked glycosylation inhibition; D54 ERlucT glycosylation luciferase reporter, 24 h; percent of 100 nM tunicamycin response; reporter increase, % at 12.5 µM; 0.23% of 360,000 active;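 active = mean luciferase reporter signal, scaled so untreated is 0 and the glycosylation-blocking control 100, at or above a set limit in every replicate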;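 also: luciferase carries N-glycosylation sites so blocking glycosylation raises the light; 0% = median of neutral control wells and 100% = median of 100 nM tunicamycin wells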
* hit, by the source's call; nt = not tested or not shown. Compounds were not picked by outcome; any-hit rate near 3.6%.

SMILES	PDI turbidity	MC4R antag cAMP	m5-HT2A agonist	Vif imaging	MC4R ag barr	aDG glyco up	ABCB6 inh MLPCN	CaV13 ICDI inh	H9c2 protect	Glyco luc inh
Cc1ccc(C)c(NC(=O)C(Sc2nncn2C)c2ccccc2)c1 (configuration not stated)	2	1	3	-3	0.4	0.1	101	-8	-2	1
CC(C)COC(=O)Nc1nnc(Cc2ccccc2)s1	-1	6	-3	-6	-0.3	-0.7	94	-4	-3	-1
Cc1cc(C(=O)N/N=C/c2ccc(N3CCOCC3)cc2)c(C)o1	4	-5	-4	-8	-3.4	-0.2	102	-2	-23	0
Fc1ccc(C2=CC(c3cccs3)n3nnnc3N2)cc1 (configuration not stated)	-5	15	-2	-18	1.0	0.0	96	-17	-2	1
O=C(COC(=O)c1ccc2c(c1)OCCO2)NC1CCCCC1	5	-1	9	13	-0.4	-0.3	94	-2	-10	1
Cc1ccc2[nH]cc(C(=O)CN3CCN(c4ccccn4)CC3)c2c1	0	-7	-1	-10	-1.4	0.5	95	-3	-7	1
Cc1onc(-c2c(Cl)cccc2Cl)c1C(=O)O/N=C(\C#N)c1ccccc1	7	1	-3	-5	-0.8	0.2	96	-5	-4	3
O=C(c1ccco1)N1CCN(c2ccccc2F)CC1	0	2	8	6	-1.0	0.0	94	nt	-7	-2
COc1cc(NS(=O)(=O)c2ccc(N/C=C(\C=O)c3nc4ccccc4o3)cc2)nc(OC)n1	1	5	1	-2	-1.4	-0.1	93	-4	5	2
CCOC(=O)C1CCN(C(=O)CN2C(=O)CSc3ccc(S(=O)(=O)N4CCOCC4)cc32)CC1	0	0	35*	-11	-2.1	-0.3	97	-6	-4	0
CC(=O)Nc1ccc(OCC(O)Cn2nc(C)c(C(C)=O)c2C)cc1 (configuration not stated)	-10	-5	1	-4	1.0	-0.2	101	-8	11	1
CCn1cc(C(=O)NC2CC(C)(C)Cc3c2cnn3-c2cccc(F)c2)cn1 (configuration not stated)	-4	10	-4	-6	-4.0	0.3	107	-6	-3	-3
CCO/N=C(\C)c1c(O)c2ccccc2n(C)c1=O	-11	-2	-1	1	-0.5	0.0	99	-3	1	1
N#Cc1c(SCC(=O)Nc2nccs2)sc2c(O)cc(=O)[nH]c12	2	-12	-1	6	0.1	0.0	100	-4	4	2
CS(=O)(=O)c1ccc2nc(NC(=O)C3C4C=CC(C4)C3C(=O)O)sc2c1 (configuration not stated)	9	1	0	1	0.3	-0.4	93	-7	8	1

Exported in CSV form: part of the list above
SMILES,PDI turbidity,MC4R antag cAMP,m5-HT2A agonist,Vif imaging,MC4R ag barr,aDG glyco up,ABCB6 inh MLPCN,CaV13 ICDI inh,H9c2 protect,Glyco luc inh
Cc1ccc2[nH]cc(C(=O)CN3CCN(c4ccccn4)CC3)c2c1,0,-7,-1,-10,-1.4,0.5,95,-3,-7,1
Cc1onc(-c2c(Cl)cccc2Cl)c1C(=O)O/N=C(\C#N)c1ccccc1,7,1,-3,-5,-0.8,0.2,96,-5,-4,3
O=C(c1ccco1)N1CCN(c2ccccc2F)CC1,0,2,8,6,-1.0,0.0,94,nt,-7,-2
COc1cc(NS(=O)(=O)c2ccc(N/C=C(\C=O)c3nc4ccccc4o3)cc2)nc(OC)n1,1,5,1,-2,-1.4,-0.1,93,-4,5,2
CCOC(=O)C1CCN(C(=O)CN2C(=O)CSc3ccc(S(=O)(=O)N4CCOCC4)cc32)CC1,0,0,35*,-11,-2.1,-0.3,97,-6,-4,0
CC(=O)Nc1ccc(OCC(O)Cn2nc(C)c(C(C)=O)c2C)cc1 (configuration not stated),-10,-5,1,-4,1.0,-0.2,101,-8,11,1
CCn1cc(C(=O)NC2CC(C)(C)Cc3c2cnn3-c2cccc(F)c2)cn1 (configuration not stated),-4,10,-4,-6,-4.0,0.3,107,-6,-3,-3
CCO/N=C(\C)c1c(O)c2ccccc2n(C)c1=O,-11,-2,-1,1,-0.5,0.0,99,-3,1,1
N#Cc1c(SCC(=O)Nc2nccs2)sc2c(O)cc(=O)[nH]c12,2,-12,-1,6,0.1,0.0,100,-4,4,2
CS(=O)(=O)c1ccc2nc(NC(=O)C3C4C=CC(C4)C3C(=O)O)sc2c1 (configuration not stated),9,1,0,1,0.3,-0.4,93,-7,8,1

(next part)
SMILES	PDI turbidity	MC4R antag cAMP	m5-HT2A agonist	Vif imaging	MC4R ag barr	aDG glyco up	ABCB6 inh MLPCN	CaV13 ICDI inh	H9c2 protect	Glyco luc inh
Cc1ccc(S(=O)(=O)/N=S(\C)CC2CC2(Cl)Cl)cc1 (configuration not stated)	-9	-3	2	9	-2.3	-0.2	97	-8	-4	0
CCCCOc1ccc(/C=C/C2=CC(C)(C)NC(=S)N2)cc1OCC	-7	-3	1	-1	2.7	4.8	97	-5	-17	-7
CC(C)(C)c1cccc(Oc2nn[nH]n2)c1	4	5	6	nt	-0.6	-0.2	100	-5	-1	2
C/C(=N\NC(=O)c1nnn(-c2nonc2N)c1-c1cccs1)c1cccnc1	-3	9	-7	-15	-5.2	-0.1	98	-14	-3	1
COc1ccc(-n2c(=O)c3c4c(sc3n(CC(=O)Nc3cc(C)[nH]n3)c2=O)CCCC4)c(OC)c1	2	2	9	1	1.4	1.5	102	-4	2	4
COc1ccc(NC(=O)CS(=O)CC(=O)NCC2OCCc3ccccc32)cc1 (configuration not stated)	-1	0	-1	nt	-0.5	-0.3	98	-18	4	-2
CCCOc1ccc(N2C(=O)C/C(=C\c3ccccc3)C2=O)cc1	-2	1	1	2	1.5	0.1	104	-5	1	-1
CCOc1ccc(-c2[nH]ncc2Oc2ccccc2OC)c(O)c1	-11	1	1	3	-0.7	0.1	104	-5	-12	2
CCOC(=O)C(NC(=O)CCl)(Nc1sc(C)c(CC)c1C#N)C(F)(F)F (configuration not stated)	16	4	-2	-4	2.1	0.7	98	-4	-9	11
CCOC(=O)c1c(NC(=O)CSc2n[nH]c(CNc3ccccc3)n2)sc(C)c1C	1	-11	3	-22	8.0	0.7	99	nt	-6	0
CCCCC[C@H](O)/C=C/[C@H]1CCC(=O)[C@@H]1CCCCCCC(=O)N1CCCCC1CO (some centres not stated)	5	7	-1	-8	0.9	0.0	98	-18	35	-3
O=C(N/C(=C\c1ccc([N+](=O)[O-])cc1)C(=O)N1CCCCC1)c1ccccc1	7	1	-2	4	-1.8	0.0	101	-7	-2	-1
CCOc1cc2[nH]c(=S)n(CCC(=O)NCc3ccco3)c(=O)c2cc1OCC	-22	-2	2	-10	2.2	0.4	93	-1	6	-1
CCOC(=O)CC1CCCCN1C(=O)c1cc(COc2cccc3cnccc23)on1 (configuration not stated)	4	10	8	-16	-0.7	6.7*	91	-7	-13	-6
COc1cc(-c2nnc(CSc3nnc4nc(C)cc(C)n34)o2)cc(OC)c1OC	-16	3	1	14	-0.2	0.2	86	-4	1	2
OCCN1CN=C(Nc2nc3ccccc3o2)NC1	3	7	-2	-6	-0.9	-0.3	148	-5	-2	1
CCCCOc1ccc(CSc2n[nH]c(C)n2)cc1	-3	4	-6	-2	-3.6	0.4	96	-6	-16	-3
COc1cc(OC)c(C2=NOC(C(=O)O)C2)cc1Cl (configuration not stated)	-4	5	0	11	-2.6	-0.1	100	-5	-1	4
Cc1c(C)n(Cc2ccccc2)c2ncnc(NCCN(C)C)c12	3	2	-6	-3	-0.1	0.0	95	-4	6	-3
O=C(COC(=O)CNS(=O)(=O)c1ccc(Br)cc1Cl)NC1CCCC1	-9	4	3	20	-1.0	0.2	94	-7	-5	1
O=C(NC1CCCCC1)C(c1ccco1)N(Cc1cccs1)C(=O)Cn1nnc2ccccc21 (configuration not stated)	5	9	-1	-14	0.1	0.3	100	-8	-1	0
Nc1ccc(CNc2ncn[nH]2)cc1	1	3	0	-16	-3.4	-0.1	97	3	-4	1
COc1ccc(Nc2ccc(C(N)=O)cc2[N+](=O)[O-])cc1	-7	-3	-2	-3	-3.8	-0.1	98	-6	-1	-1
COc1ccc(CN2CCN(S(=O)(=O)c3ccccc3)CC2)c(OC)c1OC	3	1	1	-5	2.7	0.0	100	-13	-2	0
COCCOC(=O)c1c(C)n(C)c2ccc(OC(=O)C3CC3)cc12	6	3	4	8	-0.4	-0.1	96	-5	1	-1
C=CCn1c(=O)c2ccccc2n2c(SCC(=O)N3CCCc4ccccc43)nnc12	-3	1	2	nt	-0.8	0.2	93	-4	24	2
CCCCCn1ccc(=O)c2c(C(F)(F)F)nccc21	1	-3	-1	-16	-1.7	3.8	93	-5	-9	-3
CC1(C(=O)O)CCCN1C(=O)c1cccc(OC(F)(F)F)c1 (configuration not stated)	16	11	3	12	-1.1	0.0	102	-5	4	1
CC(=O)OCCC(NS(=O)(=O)OCC(Cl)(Cl)Cl)c1ccccc1 (configuration not stated)	-3	3	12	9	0.1	0.0	92	-9	-1	1
CC(C)NCCCCOc1cccc(Br)c1	1	5	-2	18	0.1	0.5	99	-4	5	-2
Cc1ccc(Cl)cc1N1CCN(CC(=O)Nc2ccc(CN3CCCCC3)cc2)CC1	-1	3	-10	4	-0.6	2.8	108	nt	-8	-5
C[C@H]1CN=C(N(C)C)N1CCc1cccc(F)c1	-7	-2	-2	-4	-0.8	0.0	95	-10	4	4
CCCCCCCCN1C(=O)[C@H](CC(=O)NCc2cccc3ccccc23)C[C@@]2(C(=O)OC)CCCCC=C12	nt	nt	-3	nt	nt	0.1	91	-2	nt	nt
CC(C1CCN(Cc2cn(C)nc2-c2cccc(Cl)c2)CC1)N1CCOCC1 (configuration not stated)	1	3	1	8	0.0	-0.1	99	-11	14	0
COc1cc(/C=C(/C#N)C(=O)Nc2ccc(Cl)cc2)ccc1Oc1nc(Cl)ncc1F	-5	0	3	-11	4.7	0.1	105	4	-21	1
COC(=O)c1c(NC(=O)c2ccc(S(=O)(=O)N3CCOCC3)cc2)sc2c1CCN(C(C)C)C2	1	5	3	4	-2.4	0.6	94	-3	11	-2
Cc1ccc(CCNC(=O)c2sc3nc4n(c(=O)c3c2C)CCC4)cc1	2	14	1	-8	-0.1	0.0	99	-8	2	0
CCOC(=O)Cc1csc(NS(=O)(=O)c2ccc(SC)cc2)n1	-4	-3	8	-10	3.5	-0.2	100	-4	2	0
CCCCCCCN1CCC(=O)N([C@H](CO)CC(C)C)CC1	3	6	-7	2	-2.0	0.2	98	-6	-3	-3
COc1ccc(-c2noc(CCCC(=O)NCC3CCCO3)n2)cc1 (configuration not stated)	8	7	2	0	-1.4	-0.1	97	-4	-7	1
COc1ccc(OCCN2CCN(S(=O)(=O)c3ccccc3C#N)CC2)cc1	-2	1	-7	-14	-4.4	1.6	100	-6	2	-3
Nc1ccc2c(c1)OCCOCCOCCOCCOCCO2	-1	7	2	-7	-4.3	-0.1	96	-17	-7	1

Shown with two lines to a compound: entries from further up.
Order of values – PDI turbidity, MC4R antag cAMP, m5-HT2A agonist, Vif imaging, MC4R ag barr, aDG glyco up, ABCB6 inh MLPCN, CaV13 ICDI inh, H9c2 protect, Glyco luc inh
Cc1ccc(CCNC(=O)c2sc3nc4n(c(=O)c3c2C)CCC4)cc1
 : 2, 14, 1, -8, -0.1, 0.0, 99, -8, 2, 0
CCOC(=O)Cc1csc(NS(=O)(=O)c2ccc(SC)cc2)n1
 : -4, -3, 8, -10, 3.5, -0.2, 100, -4, 2, 0
